ASM inhibitor: inhibitors of human secretory acid sphingomyelinase; Potency, µM (series often up to 57.5 µM), for the others: at the highest dose activity change, negative = inhibition, usual class: inhibitors; placental ASM, HMU-PC fluorogenic substrate, 60 min; 340,000 tested, 0.006% active; AID 504937; also: potency is read from the fitted curve at half-maximal effect
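Human placenta-derived ASM preincubated with compound 10 min at room temperature, then reacted with 9 uM (final) fluorogenic HMU-PC substrate for 60 min at 37 C. Stop solution raises pH to 10; fluorescence read at Ex 386/Em 447 nm.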
Mito fusion yeast: blocks mitochondrial division or promotes mitochondrial fusion; S. cerevisiae fusion-defective mutant growth rescue, CellTiterGlo 48 h; Potency, µM (titrated, usually from 46.1 µM), inactives show top-dose growth rescue (activation), most hits filed as activators; 320,000 tested, 0.23% active; AID 485298;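 also: potency is read from the fitted curve at half-maximal effect; % of control where 0% means no effect; nearly all actives have a fitted effect of over 45% in size; temperature-sensitive fusion mutants such as fzo1-1 at 37 °C on non-fermentable ethanol glycerol medium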
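Temperature-sensitive fusion-defective S. cerevisiae (e.g. fzo1-1, mgm1-5) were grown with compound in YPEG medium (3% ethanol, 3% glycerol) for 48 hours at 37C. Growth rescue was measured as viability by CellTiterGlo luminescence after 10 minutes at ambient.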
ELG1 repair inh: blocks ELG1-dependent DNA repair in HEK293T cells | Potency, µM (doses to about 46.1 µM), without a hit: top-dose activity change, negative = inhibition, actives largely listed as inhibitors | 330,000 tested, 2.3% active | HEK293T ELG1-luciferase reporter, luminescence, 16 h; DNA damage induced by 5-fluorouridine; also: potency is read from the fitted curve at half-maximal effect; % is scaled to controls: 0 for no effect and ±100 for the full control effect; nearly all actives have a fitted effect of over 55% in size
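Luminescence from the luciferase reporter, measured 30 min after ONE-Glo reagent at room temperature, was the read-out. Beforehand, 2,000 cells per well were exposed for 16 hr at 37 °C to 5-fluorouridine together with compound or vehicle.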
A-T KAP1 phos: potential ataxia-telangiectasia treatments restoring KAP-1 phosphorylation. […] A-T fibroblasts, KAP-1 phosphorylation AlphaLISA; neocarzinostatin DNA damage 30 min before lysis. Potency, µM (highest dose often 57.5 µM), without a hit: at the top dose activation, most hits filed as activators. 320,000 tested, 0.19% active. AID 485349; also: potency is read from the fitted curve at half-maximal effect; % of control where 0% means no effect; nearly all actives have a fitted effect of over 45% in size
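ATM-like activity read as KAP-1 phosphorylation via AlphaLISA donor/acceptor antibody pairs after lysis and 6 hr at 25C. Cells were ATM-null patient fibroblasts ([…], hTERT), dosed 60 min, then exposed to the DSB inducer NCS for 30 min.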
TSG101-PTAP inh: blocks PTAP/TSG101 interaction to inhibit HIV-1 budding. Q99816. Fluorescence polarization, FITC-PTAP peptide / Tsg101 binding. Potency, µM (highest dose often 115 µM), for the others: at the highest dose activity change, negative = inhibition, hits mostly inhibitors. 340,000 tested, under 10 active; active = well fitted inhibition curve with a large enough effect in the main read-out, with a control signal flat, not every such curve was filed as active; inconclusive = small, poorly fitted or top-dose-only effect, or effect the other way, or a change in a side signal; inactive = no such curve, though single readings can be large or run the other way; also: potency is read from the fitted curve at half-maximal effect; % of control where 0% means no effect
Target sequence (Q99816 whole entry, looked up): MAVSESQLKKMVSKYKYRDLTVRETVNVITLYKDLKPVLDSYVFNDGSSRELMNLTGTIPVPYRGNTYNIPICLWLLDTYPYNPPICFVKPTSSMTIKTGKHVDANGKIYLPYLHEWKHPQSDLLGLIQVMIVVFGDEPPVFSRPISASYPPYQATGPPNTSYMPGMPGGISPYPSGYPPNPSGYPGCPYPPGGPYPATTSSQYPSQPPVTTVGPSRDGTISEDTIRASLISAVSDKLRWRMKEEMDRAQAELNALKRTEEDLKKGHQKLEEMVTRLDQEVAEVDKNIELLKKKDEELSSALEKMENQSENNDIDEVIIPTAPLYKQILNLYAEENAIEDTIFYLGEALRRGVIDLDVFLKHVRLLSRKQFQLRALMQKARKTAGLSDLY
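Compounds were pin-transferred onto Tsg101 binding domain (10 uM final) in HEPES pH 7.5 buffer, then FITC-PTAP peptide was added at 50 nM final. After 20 min at RT, polarization reported peptide displacement across a qHTS concentration series.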
TSHR antag: blocks TSH signaling through the human TSH receptor; activity change, negative = inhibition, % at 11.5 µM; P16473; TSHR-expressing cells, TSH-stimulated cAMP HTRF, 2 h; active compounds read low; 330,000 tested, 0.2% active;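 active = activity change below a set negative limit, meaning inhibition stronger than a set level, cut at about -70% in these data; inconclusive = activity change between two set negative limits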; also: % is scaled to controls: 0 for no effect and ±100 for the full control effect
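Cell-based HTRF cAMP assay; TSHR cells + compound, TSH EC80 (4nM final), 2 h, 37 deg C. Lysis with anti-cAMP cryptate and cAMP-d2, 30 min RT, read 665/620 nm.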
Tb PFK inh: inhibitors of T. brucei phosphofructokinase; Potency, µM (titrated, usually from 57.5 µM), for the others: at the top dose activity, negative = inhibition, most hits filed as inhibitors; 330,000 tested, 0.17% active; T. brucei PFK, ADP-Glo luminescence;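 also: potency is read from the fitted curve at half-maximal effect; 0% = uninhibited 1x PFK enzyme wells and -100% = no-enzyme wells; nearly all actives have a fitted effect of over 60% in size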
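PFK 1.25 nM, F6P 0.5 mM, ATP 0.1 mM, 0.1 M TEA pH 8.0, 5 mM MgCl2, 0.01% Tween20, 0.1% BSA; 45 min RT. ADP-Glo readout. qHTS titration up to 57 uM; curves fitted, compounds curve-classed.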
Eya2 inh: Eya2 (human) phosphatase inhibition | O00167 | recombinant Eya2, OMFP fluorescence dephosphorylation (OMFP is methylfluorescein phosphate) | Potency, µM (top dose mostly 76.9 µM), without a hit: at the top dose activity, negative = inhibition, actives largely listed as inhibitors | 330,000 tested, 0.006% active | AID 488837; also: potency is read from the fitted curve at half-maximal effect; % is scaled to controls: 0 for no effect and ±100 for the full control effect
Target sequence (O00167 whole entry, looked up): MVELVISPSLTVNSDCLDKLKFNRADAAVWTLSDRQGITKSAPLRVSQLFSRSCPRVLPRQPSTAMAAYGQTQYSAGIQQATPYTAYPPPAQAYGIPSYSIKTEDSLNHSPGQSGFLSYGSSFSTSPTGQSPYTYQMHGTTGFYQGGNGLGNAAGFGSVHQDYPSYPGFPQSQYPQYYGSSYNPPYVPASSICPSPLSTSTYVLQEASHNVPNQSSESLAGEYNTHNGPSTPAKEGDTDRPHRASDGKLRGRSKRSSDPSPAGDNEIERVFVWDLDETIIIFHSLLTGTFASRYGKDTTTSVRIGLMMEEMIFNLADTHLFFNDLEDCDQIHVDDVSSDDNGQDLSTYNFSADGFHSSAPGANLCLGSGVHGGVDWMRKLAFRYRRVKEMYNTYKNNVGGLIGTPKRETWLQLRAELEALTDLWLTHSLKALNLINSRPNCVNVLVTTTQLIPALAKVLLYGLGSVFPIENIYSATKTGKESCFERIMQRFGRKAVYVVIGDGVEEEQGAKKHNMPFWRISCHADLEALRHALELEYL
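Eya2 (0.2 uM) preincubated 10 min at ambient with compound, then OMFP substrate added at 50 uM; 10 min reaction in 50 mM HEPES pH 7.5, 50 mM NaCl, 5 uM MgCl2, 0.05% BSA, 1 mM DTT. Fluorescence read at Ex 485/Em 525 nm.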
TCR activator: activators of T cell receptors; AID 504894; Potency, µM (titrated, usually from 9.22 µM), for inactives: at the top dose activation of IL-2 secretion, hits mostly activators; 330,000 tested, under 10 active; primary human leukocytes, anti-CD3, IL-2 HTRF, 48 h; also: % of control where 0% means no effect
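Compounds are tested in HTS on primary human leukocytes co-incubated with a-CD3 beads for 48 hr. IL-2 output is measured by time-resolved FRET.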
a7 integrin act: activates integrin-mediated alleviation for muscular dystrophy; 350,000 tested, 0.064% active; Potency, µM (highest dose often 38.3 µM), for the others: at the top dose activation, hits mostly activators; alpha7betagal myoblasts, beta-gal FDG fluorescence, 48 h;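 also: potency is read from the fitted curve at half-maximal effect; 100% = response of the positive control SU9516; nearly all actives have a fitted effect of over 60% in size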
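alpha7betagal+/- myoblasts (passage 13, 250/well) treated 48 h at 37C with compounds at 1:260 dilution of DMSO stock. Lysed, then beta-galactosidase activity read as FDG fluorescence (ex 480/em 540) after 30 min, with pre-read for autofluorescence.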
BCR signal inh: blocks chronic active B-cell receptor signaling; ABC-DLBCL IkBa-CBG/CBR reporter, luminescence ratio, 4 h; Potency, µM (top dose mostly 46.1 µM), inactives show top-dose ratio change, negative = lower green/red ratio, usual class: inhibitors; 340,000 tested, 0.05% active; AID 493014; active = well fitted inhibition curve with a large enough effect in the signal ratio, with a control signal flat, not every such curve was filed as active; inconclusive = small, poorly fitted or top-dose-only effect, or effect the other way, or a change in a side signal; the % refers to the signal ratio;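 also: potency is read from the fitted curve at half-maximal effect; plate controls were basal doxycycline-induced cells for no effect and cells given 10 µM MG132 for full effect; MG132 reads +100%, hits lower the ratio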
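Cell line TMD8 (human ABC DLBCL), stably expressing tet-inducible CBG68-IkBa fusion and CBR; IMDM/0.5% FBS; cpd up to 46 uM; dox induction, 4 h, 37C/5% CO2; dual luminescence; green/red ratio; MG132 control.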
An asterisk follows results filed as active; ? = inconclusive; / = not tested or not shown; [ ] = another dose, or the depositor's remark. Unless noted, calls follow the shape of the dose curve; as a rule, active = well fitted curve in the direction sought with a large enough effect; inconclusive = small, poorly fitted or top-dose-only effect, or another doubt; inactive = no such curve, though single readings can be large; an effect the other way counts as inactive or inconclusive.

SMILES	ASM inhibitor	Mito fusion yeast	ELG1 repair inh	A-T KAP1 phos	TSG101-PTAP inh	TSHR antag	Tb PFK inh	Eya2 inh	TCR activator	a7 integrin act	BCR signal inh
CN(C)C(=O)N1CCC(C(=O)N2CCCC(C(=O)c3ccc(C(C)(C)C)cc3)C2)CC1 (configuration not stated)	-1.1%	6.0%	14.6µM*	-1.5%	-2.1%	-1.7	-1.8%	3.1%	2.1%	-2.2%	-23.7%
O=C(O)C1(P(=O)(c2ccccc2)c2ccccc2)CCC1	0.8%	-7.5%	14.1%	0.5%	-2.2%	0.6	4.4%	2.2%	6.1%	14.5%	3.7%
CCN(C(=O)CSc1ccc2ccccc2n1)C1CCS(=O)(=O)C1 (configuration not stated)	4.8%	-0.7%	-2.6%	8.1%	-3.5%	8.2	-0.8%	6.1%	2.2%	-3.8%	2.6%
O=C(CCc1ccccc1)NC1(Cc2ccccc2)CCN(CCc2cccs2)C1=O (configuration not stated)	-2.7%	18.9%	-29.7%	2.6%	/	-11.6	1.8%	-14.4%	8.6%	3.1%	7.3%
O=C(NCCOc1ccccc1Cl)c1ncn[nH]1	-1.9%	6.9%	?	6.3%	-4.7%	0.6	-1.0%	0.0%	3.3%	-19.8%	?
COc1ccc(CCC(C)N2CCOCC2)cc1 (configuration not stated)	1.4%	-0.8%	-2.3%	3.0%	-2.6%	8.3	-2.2%	0.7%	-78.2%	-15.1%	5.2%
Cc1ccc(S(=O)(=O)Oc2ccc(/C=C(/NC(=O)c3ccccc3)C(=O)NC(C)C(=O)O)cc2)cc1 (configuration not stated)	11.9%	6.3%	1.2%	0.4%	-1.7%	2.5	-5.2%	-14.0%	-14.3%	-6.1%	3.2%
CC1CCCCC12NC(=O)N(CC(=O)Nc1sc3c(c1C(N)=O)CCC3)C2=O (configuration not stated)	-2.9%	-4.5%	?	-0.6%	-4.0%	25.8	-12.0%	-0.4%	-16.6%	14.1%	15.3%
Cc1noc(C)c1COc1ccccc1C(=O)N(C)CC(=O)Nc1cccc(F)c1	-1.6%	-5.2%	0.0%	6.0%	-1.6%	1.4	-13.3%	7.9%	3.2%	19.5%	-0.7%
Cc1ccc2cc(CCNS(=O)(=O)c3ccc(F)cc3)c(=O)[nH]c2c1	2.0%	3.2%	-15.6%	-0.5%	-1.1%	4.7	-8.3%	20.7%	0.1%	-9.6%	4.8%
CCOC(=O)C1=c2/c(=C/c3ccccc3OC)c(N)c(C#N)n2C(=O)C(c2ccccc2OC)S1 (configuration not stated)	/	-1.5%	?	0.3%	/	-3.4	1.0%	4.4%	/	/	?
CC(=O)N/N=C(\C)c1cccc(NC(=O)c2cccs2)c1	1.9%	25.4%	-16.8%	-2.4%	-1.7%	-5.1	7.4%	-0.2%	-4.3%[46.1 µM]	4.5%	-1.4%
CCSc1nnc(NC(=O)Cc2ccccc2OC)s1	1.6%	1.8%	-1.4%	7.2%	-4.6%	-1.0	-0.5%	7.5%	5.2%	3.9%	-3.0%
O=C(c1c[nH]c(C(=O)C(Cl)(Cl)Cl)c1)c1ccc(F)cc1F	0.9%	-6.6%	0.3%	-16.7%	-0.6%	-8.3	5.6%	-2.1%	-2.4%	-3.0%	?
O=C(COc1ccc(F)cc1)N1CCCc2ccccc21	-2.6%	6.9%	?	-3.1%	3.3%	13.2	0.2%	-7.4%	-4.8%	30.6%	-1.1%
CCN1CCC(NC(=O)Nc2cccc(C(F)(F)F)c2)CC1	-2.0%	-3.7%	6.2%	1.5%	-3.6%	1.7	-6.0%	-2.6%	3.1%	17.2%	-13.8%
CN(Cc1c(C(=O)N/N=C/c2ccccc2F)nnn1-c1nonc1N)c1ccccc1	-12.6%	2.3%	?	-7.1%	1.3%	-3.1	7.9%	-19.0%	2.3%	-18.7%	24.4%
CCC(=O)c1ccc(OCc2ccccc2)c(OC)c1	/	28.6%	?	8.4%	-1.3%	-9.0	-5.6%	-2.8%	-1.3%[46.1 µM]	-6.3%	?
CC(C)CCn1nnnc1C(c1ccccc1)N1CCN(C)CC1 (configuration not stated)	1.8%	-2.1%	1.8%	6.8%	-2.0%	5.6	-1.6%	15.2%	-2.5%	5.5%	-5.7%
O=C(Nc1ccc(-c2nc3ccccc3s2)c(O)c1)C1=COCCO1	70.1%[activator]	9.1%	?	1.3%	1.7%	-3.4	?	-0.4%	-0.8%[46.1 µM]	5.9%	?
COc1ccc2oc(C(=O)N3CCN(S(=O)(=O)c4cccc([N+](=O)[O-])c4)CC3)c(C)c2c1	-6.3%	0.3%	7.3µM*	0.4%	-1.1%	-3.5	-1.6%	-6.0%	-0.8%	-34.2%	?
COc1cccc(Nc2ccc(Nc3cccc(OC)c3)nn2)c1	-0.6%	10.8%	-18.6%	-3.1%	-2.4%	-5.6	1.7%	-9.7%	-5.9%[46.1 µM]	0.9%	?
O=C(Nc1cc([N+](=O)[O-])ccc1N1CCCC1)c1cccs1	?	-4.8%	?	-0.2%	-3.9%	11.3	-1.4%	-1.6%	2.2%	-15.6%	-0.2%
c1ccc(-c2nn3c(-c4ccccc4)nnc3s2)cc1	4.1%	3.5%	0.0%	2.9%	-3.0%	12.0	0.1%	-2.1%	-2.7%	12.8%	-1.3%
COc1ccc(F)cc1S(=O)(=O)N1CCCCC1	2.2%	-13.2%	0.2%	-12.7%	-9.5%	6.8	-0.6%	-6.4%	-5.7%	0.6%	3.9%
CCC1CCCCN1C(=O)COc1ccc2c3c(c(=O)oc2c1)CCC3 (configuration not stated)	44.5%[activator]	0.9%	?	6.0%	-0.6%	-2.9	-0.6%	0.4%	-3.0%	-1.3%	-1.8%
Cc1ccccc1NC(=O)C1CCN(C2=NS(=O)(=O)c3ccccc32)CC1	3.3%	-0.8%	-0.3%	-0.6%	-0.7%	3.3	3.6%	12.0%	6.9%	3.4%	6.7%
CCOc1ccc(OCc2ccc(C(=O)Nc3cccnc3)cc2)cc1	6.3%	17.0%	5.2%	5.5%	-0.4%	/	-9.4%	2.0%	-6.7%	-1.1%	?
COCCN(C(=O)CC1OC(=O)c2ccccc21)c1c(N)n(Cc2ccccc2)c(=O)[nH]c1=O (configuration not stated)	0.7%	3.6%	4.9%	23.9%	-4.4%	0.3	-1.3%	8.0%	-4.9%	24.5%	4.4%
CCC(=O)N1CCN(c2ccc(NC(=S)NC(=O)C(C)C)cc2)CC1	3.1%	-0.4%	-5.0%	6.9%	-2.7%	-2.4	-0.6%	-9.7%	5.6%	1.5%	0.7%
C[C@H](CO)N1C[C@H](C)[C@@H](CN(C)C(=O)NC2CCCCC2)Oc2c(NS(=O)(=O)c3ccc(F)cc3)cccc2C1=O	3.8%	/	17.9%	1.1%	1.4%	12.1	1.6%	0.0%	4.1%	2.9%	2.9%
CSc1ncccc1C(=O)Nc1nccs1	-1.7%	-5.1%	13.9%	6.3%	-1.5%	0.5	0.2%	-1.5%	2.8%	-6.6%	-2.0%
O=C(CCNS(=O)(=O)c1ccccc1F)NC1CCCCCC1	-0.7%	-5.6%	?	-0.8%	-4.2%	0.1	-1.9%	3.7%	-2.9%	10.8%	-2.1%
N#Cc1ccccc1OCC(=O)N1CCN(C(=O)c2ccco2)CC1	4.0%	1.0%	?	-0.5%	-7.4%	-7.7	0.8%	14.0%	-1.6%	-19.4%	?
O=S(=O)(/N=C/c1ccccc1O)c1cccs1	-1.1%	5.4%	-7.0%	15.8%	-14.6%	-8.8	-5.2%	5.9%	0.9%	6.2%	5.4%

Assay outcomes as filed in PubChem BioAssay.
